Screening results deposited in PubChem BioAssay by several laboratories.
MITF TRPM1 inh: inhibitors of MITF-dependent TRPM1 promoter reporter, primary screen, cell-based, SK-MEL-5, single point, luciferase | SK-MEL-5 TRPM1 promoter luciferase, 24 h | AID 488899, 2010 | hit rate 0.83% among 330,000 | inhibition, % at 12.5 µM;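 active means mean inhibition across replicates of 60% or more, whatever share of single replicates reaches that level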; further: values of inactives mirror those of a sister screen read the other way
C8 TRAIL sens: viability loss with TRAIL in NB7+C8 cells, primary screen, TRAIL sensitizer project, cell-based, ATPlite luminescence; inhibition (viability loss, TRAIL sensitization), % at 10 µM; hit rate 1% among 360,000; AID 624354, 2012;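 active means compounds causing at least 50% loss of cell viability in the single-dose screen, relative to plate controls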
NR2E3 ag-1: NR2E3 agonists in two-hybrid cells, primary screen, cell-based, luminescence, CHO-S, Gal4-NCOR/VP16-NR2E3. AID 602229, 2012. hit rate 0.35% among 360,000. Photoreceptor-specific nuclear receptor (Homo sapiens), Q9Y5X4. luciferase. inhibition of corepressor binding, % at 3.98 µM;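 active means inhibition above the mean of all tested compounds plus 3 SD, cut at about 70% in these data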;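 further: 0% = DMSO with NR2E3 transfected cells and 100% = cells lacking NR2E3 construct; higher means lower luciferase signal from less NR2E3 corepressor binding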
Target sequence (Q9Y5X4 whole entry, looked up, the tested form may be a part): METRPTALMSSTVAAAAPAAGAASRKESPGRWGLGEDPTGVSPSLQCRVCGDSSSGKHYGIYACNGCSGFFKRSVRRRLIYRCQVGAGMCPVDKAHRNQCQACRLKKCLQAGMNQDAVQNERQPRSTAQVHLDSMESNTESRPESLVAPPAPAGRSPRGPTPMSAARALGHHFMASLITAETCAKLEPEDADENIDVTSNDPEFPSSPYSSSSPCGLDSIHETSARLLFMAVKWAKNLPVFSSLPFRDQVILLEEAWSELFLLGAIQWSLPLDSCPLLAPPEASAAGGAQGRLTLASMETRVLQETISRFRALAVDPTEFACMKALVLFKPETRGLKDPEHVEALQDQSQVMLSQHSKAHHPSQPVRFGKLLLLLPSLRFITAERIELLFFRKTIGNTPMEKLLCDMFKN
TWEAK Fn14 block: inhibitors of TWEAK-Fn14 signaling, primary screen, luciferase reporter cells, uHTS; TWEAK-stimulated Fn14 reporter cells, luciferase luminescence, 8 h; inhibition, % at 10 µM; hit rate 2% among 360,000; in the data active means inhibition above about 50%
Peg3 prom inh: Peg3 promoter-driven luciferase inhibitors, primary screen, cell-based, HeLa, luciferase luminescence; AID 588405, 2011; HeLa PEG-Prom luciferase reporter, overnight; hit rate 1.7% among 360,000; inhibition, % at 20 µM;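 active means inhibition of at least 50% at 20 µM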
KKLEB cytotox: cytotoxicity in KKLEB CF airway cells, primary screen, cytotoxicity control for CF NF-kB inhibitor project, cell-based, uHTS, fluorescence assay plates. KKLEB CF airway cells viability, ATPlite luminescence, overnight; active compounds read low; cells stimulated with P. aeruginosa culture filtrate. activity change (cytotoxicity), % at 5 µM. hit rate 0.36% among 360,000. AID 602141, 2011;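 active means corrected activity change at or below -50% at 5 µM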
Shn3 inh set2: reduction of Shn3 3'UTR firefly luciferase signal, primary screen, Schnurri-3 inhibitor project, cell-based, Clone20 osteoblasts, set 2 | hit rate 0.52% among 360,000 | inhibition, % at 12.5 µM | Clone20 osteoblast Shn3 3'UTR firefly luciferase, 24 h | AID 588674, 2011;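 active means mean inhibition of at least 75% with every replicate also reaching 75%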;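 further: 0% = median of neutral control wells and 100% = pilot-screen positive control compound; some compounds past the cut are filed as inactive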
CF NFkB block: inhibitors of PAF-induced NF-kB signaling, primary screen, cell-based, GFP fluorescence, uHTS; inhibition, % at 5 µM; AID 588850, 2011; KKLEB NF-kB-GFP reporter, GFP fluorescence overnight; hit rate 0.86% among 360,000;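 active means at least 50% inhibition at 5 µM, scaled per plate between neutral and stimulator controls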;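 further: PAF is a Pseudomonas aeruginosa culture filtrate used as stimulus; plate controls were PAF-stimulated DMSO wells for no effect and unstimulated DMSO wells for full effect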
HIF-2a inh: HIF-2a reporter inhibitors, primary screen, luminescence, 786-0 RCC cells. inhibition, % at 18.8 µM. 786-0 RCC cells HIF-2a reporter, luciferase luminescence, overnight. AID 624352, 2012. hit rate 0.72% among 360,000;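 active means inhibition of the luminescence signal of 40% or more relative to plate controls, in a single-dose primary screen at 18.75 µM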
TROY signal inh: inhibitors of TROY-driven NF-kB signaling, primary screen, Q293 LMP1-TROYcd cells, NF-kB luciferase, uHTS; Q293 LMP1-TROYcd NF-kB luciferase reporter, 4 h; inhibition, % at 10 µM; hit rate 0.98% among 360,000;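 active means compounds whose plate-normalised and pattern-corrected inhibition of the luciferase reporter signal at the single screening dose is 50% or more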
NR2E3 ag-2: inhibitors of NR2E3-RetCOR corepressor binding, primary screen, NR2E3 agonist project, biochemical, TR-FRET, GST-NR2E3, biotin-RetCOR; hit rate 0.12% among 320,000; AID 2300, 2010; 1536-well; inhibition of corepressor binding, % at 4.78 µM; Photoreceptor-specific nuclear receptor (Homo sapiens), Q9Y5X4;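 active means percent inhibition above the cutoff of mean plus 3 SD of all tested compounds, set per screening campaign, cut at about 20% in these data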;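 further: 0% = DMSO wells and 100% = biotin wells as full block of FRET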
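System: GST-NR2E3 and biotin-RetCOR proteins; probe or stimulus: 7 nM biotin-RetCOR; doses: compound at 4.8 µM, single dose; schedule: Compound–protein incubation for 5 h at 4 °C; detection: time-resolved FRET; read-out: percent inhibition; controls: biotin wells as high control, 0.6% DMSO wells as low control; format: 1536-well plates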
Active calls of the source: *; · = not tested or not shown.

SMILES	MITF TRPM1 inh	C8 TRAIL sens	NR2E3 ag-1	TWEAK Fn14 block	Peg3 prom inh	KKLEB cytotox	Shn3 inh set2	CF NFkB block	HIF-2a inh	TROY signal inh	NR2E3 ag-2
O=C(Nc1ccncc1)c1ccc2ncsc2c1	-26	-11	-57	10	-57	6	5	-16	-9	-26	1
O=C(CSc1nc2ccccc2n1CC(=O)N1CCCC1)NCc1ccc2c(c1)OCO2	12	-9	-7	16	18	8	7	4	12	6	-1
COc1cccc(C(NC(C)=O)c2nc(-c3cccc(O)c3)cs2)c1 (stereo not drawn)	·	9	-21	-15	-106	-15	-3	-12	6	-18	·
COc1ccc(NS(=O)(=O)c2ccc3c(c2)CCN3C(=O)CCC(=O)O)cc1OC	2	2	-11	28	-23	3	-19	6	-20	34	-1
Cc1ccc(S(=O)(=O)Nc2nc(CN3CCOCC3)nc3sc(C(=O)O)c(C)c23)cc1	·	3	-5	-25	-3	3	-1	2	4	-8	·
O=C1c2cccnc2C(=O)N1Cc1ccc(S(=O)(=O)N2CCN(c3ccc(Cl)cc3)CC2)cc1	19	-13	-12	-41	38	-19	-5	15	2	19	2
CCC(C)C(CO)NCCCn1ccc(NC(=O)OCc2ccccc2)nc1=O (stereo not drawn)	·	-21	-9	-12	6	12	-3	16	-29	-12	·
Cc1ccc(CN(C)C(=O)c2cc(S(=O)(=O)N3CCOCC3)ccc2F)o1	·	-12	11	4	3	-6	13	4	1	13	·
CC1(C)C2CCC(C2)C1(C)NC(=O)CN1CCCC1 (stereo not drawn)	2	6	-25	8	0	-4	-6	1	15	10	2
O=C1c2ccccc2C(Nc2cccnc2)N1Cc1ccccc1Cl (stereo not drawn)	·	-16	-8	-30	6	2	-8	8	-2	1	3
CCOC(=O)C1=CCN(S(=O)(=O)c2ccccc2Br)C1c1ccccc1 (stereo not drawn)	·	-1	-13	19	12	-15	1	2	9	4	·
Cc1nnc(N(C)C(=O)c2ccc3c(c2)OCO3)s1	-11	-4	6	-9	-31	4	1	0	-12	-28	-2
COc1ccccc1NC(=O)Nc1nc(C(N)C(C)C)cs1 (stereo not drawn)	·	-16	-9	-4	-31	-27	-14	34	-40	12	·
Cc1ccccc1NC(=O)Cc1nc(COC(=O)Cc2cccc(C(F)(F)F)c2)cs1	·	0	4	3	-3	-6	17	10	5	-19	·
CC(=O)Oc1ccc(Cn2cnc3cc4ccccc4cc32)cc1	-15	10	18	-31	-4	2	5	-18	2	-68	1
C=CCC[C@H](Cc1ccc(F)cc1)C(=O)OC[C@H](Cc1c[nH]c2ccccc12)NC(=O)[C@H](CC=C)CC(=O)NCCO	5	21	14	4	24	12	20	5	4	24	·
COc1cccc(C(c2c(NC(=O)c3ccccc3)sc(C)c2C)N2CCN(C)CC2)c1 (stereo not drawn)	22	-3	-10	48	11	6	-9	-1	-28	40	2
c1cc(-c2nn[nH]n2)ccc1CN1CCCCC1	2	5	34	5	9	3	12	-2	1	7	1
COc1ccc(CCC(N)=O)cc1OC	-7	1	14	-13	-3	2	-9	8	7	-3	-3
CCOC(=O)c1ccc(NC(=S)Nc2ccc3[nH]c(=O)[nH]c3c2)cc1	-21	-34	-20	9	1	0	2	-4	2	-17	2
COc1cc(COc2ccc3c(C)c(CCC(=O)O)c(=O)oc3c2)cc(OC)c1OC	-2	-15	-25	-10	-3	-14	-31	25	-4	-28	1
Cc1cc(C(=O)CC#N)c(C)n1-c1c(C)n(C)n(-c2ccccc2)c1=O	-7	-2	4	-6	1	9	-19	5	20	4	0
O=C(N/N=C/c1ccc(OC(F)F)cc1)C1=COCCO1	-24	29	-84	12	-161	16	-52	-6	-210	-38	2
CCOC(=O)/C=C/[C@H]1CC2(CCO1)SCCCS2	-77	-1	-67	6	-149	-5	-91	13	-175	-51	-1
CCOC(=O)c1cc(=O)c2c([N+](=O)[O-])ccc(OC)c2o1	-8	9	-9	7	0	-4	-18	-7	11	-4	1
O=C(Cc1ccccc1)Nc1ccc(S(=O)(=O)N2CCOCC2)cc1	14	-4	-2	22	13	-4	11	4	9	8	2
COc1cc(/C=C/c2noc(-c3ccccc3O)n2)cc(OC)c1OC	-85	6	-24	-59	-101	1	-27	-20	-88	-33	0
CCCc1cc(=O)[nH]c(SCC(=O)c2cc(C)n(CCOC)c2C)n1	2	-4	-24	-6	15	-4	14	-8	15	4	-11
COc1ccc(CCN(Cc2cccs2)S(=O)(=O)c2ccc(S(=O)(=O)N(C)C3CCCCC3)cc2)cc1OC	-6	1	-1	3	10	2	-8	2	16	18	1
O=C(Nc1ccc(Cl)cc1)OCc1cncs1	-42	5	-58	-16	-172	-5	-1	3	-202	-27	4
C(=Cc1nc2ccccc2o1)c1ccc2c(c1)OCO2	·	80*	-102	86*	-34	-42	19	-39	-3	58*	·
Cc1noc(C)c1S(=O)(=O)Nc1ccccc1Cl	-7	-5	-8	-8	-16	6	-4	1	10	3	1
NC(=O)C1=C[C@H](c2ccc3c(c2)OCO3)C[C@H](OCc2ccc(CO)cc2)O1	-42	-9	-134	-31	-228	8	-73	-2	-228	-35	3
Cc1cc(C)c2c(c1)/C(=N/Nc1ccc(S(N)(=O)=O)cc1[N+](=O)[O-])CCC2	-10	2	24	-69	61*	-19	36	22	8	15	3
CC(=O)Nc1ccc(NC(=O)c2cc(=O)c3ccc(C)cc3o2)cc1	2	11	-26	21	12	-16	17	17	14	18	1
O=C(NCCCc1ccccc1)c1ccc(CS(=O)Cc2ccccc2Cl)o1 (stereo not drawn)	1	1	3	3	7	-46	11	4	2	-7	0
C=CCn1cnc2c(nnn2-c2ccc(C)c(C)c2)c1=O	-107	-5	-85	-13	-185	2	-18	13	-218	-44	5
Cc1ccc(SCCNC(=O)c2ccccc2C)cc1	-3	4	0	6	9	1	10	-4	-8	-15	2
CCOC(=O)CCC(=O)N1CCOCCOCCN(C(=O)CCC(=O)OCC)CCOCCOCC1	6	22	-2	-1	7	-2	-22	12	7	6	1
O=c1c(Br)c(NCc2ccccc2)cnn1-c1ccc(F)cc1	-69	-6	-59	-6	-130	-2	-31	22	-157	-25	5

Shown as a hit in Peg3 prom inh (from the list above):
SMILES	MITF TRPM1 inh	NR2E3 ag-1	TWEAK Fn14 block	Peg3 prom inh	Shn3 inh set2	CF NFkB block	HIF-2a inh	NR2E3 ag-2
Cc1cc(C)c2c(c1)/C(=N/Nc1ccc(S(N)(=O)=O)cc1[N+](=O)[O-])CCC2	-10	24	-69	61*	36	22	8	3

Next section:
SMILES	MITF TRPM1 inh	C8 TRAIL sens	NR2E3 ag-1	TWEAK Fn14 block	Peg3 prom inh	KKLEB cytotox	Shn3 inh set2	CF NFkB block	HIF-2a inh	TROY signal inh	NR2E3 ag-2
CC1CCCCN1S(=O)(=O)c1cnc(Cl)c(Br)c1 (stereo not drawn)	8	-1	-15	9	5	10	-9	-29	5	9	-2
CCOC(=O)/C=C1\CN(CCC(C)C)S(=O)(=O)c2ccccc21	-9	9	-68	-11	18	8	-1	-16	0	-2	6
CC(NC(=O)c1ccc([N+](=O)[O-])o1)C1CC2CCC1C2 (stereo not drawn)	50	-9	39	18	41	-9	12	62*	7	-10	·
CCOc1ccc2ccccc2c1C(=O)N1CCN(c2ccccc2)CC1	23	7	-22	6	29	-23	-5	21	15	0	2
CCCC(C)NC(=O)CSc1nnc(-c2c[nH]c3ccccc23)o1 (stereo not drawn)	8	-13	1	6	-1	7	17	-3	-6	12	3
COC(=O)N1C(=O)[C@](c2ccc(OC)cc2)(C(C)C)N1C(=O)OC	10	7	-14	42	14	3	-18	36	21	5	3
O=C(NCCN1CCN(c2ccccc2)CC1)C1CCN(S(=O)(=O)c2cccc3nonc23)CC1	11	11	-5	18	14	3	13	-13	18	-7	4
COc1ccc(CCNc2ccc(N3C(=O)CC(C)C3=O)cc2[N+](=O)[O-])cc1OC (stereo not drawn)	17	9	75*	24	2	-2	-6	20	1	16	2
Cc1ccc(S(=O)(=O)N(Cc2ccccc2)Cc2ccco2)cc1	-3	-3	-40	4	23	-21	21	8	7	2	-1
CN1CCN(C(=O)c2cc3c(c(-c4cccc(-c5cccnc5)c4)n2)[C@@H](CCO)N(C(=O)CC2CC2)C3)CC1	·	-3	12	-5	·	·	·	·	-5	-14	·
O=C(NC(=S)Nc1cccc(NC(=S)NC(=O)c2ccccc2)c1)c1ccccc1	-1	2	-46	50	-166	2	-25	12	-128	12	·
Cc1ccc(/C(N)=N/OC(=O)Cc2cccc3ccccc23)cc1	10	4	-3	-8	-3	-1	-1	2	-50	-45	0
Cc1ccc(-c2nc(C(=O)NCC3CCCO3)cc3c2[nH]c2ccccc23)cc1 (stereo not drawn)	21	29	11	53*	68*	-17	44	30	-3	15	2
COc1ccc(C(=O)/C=C/c2ccc(N3CCCCC3)c([N+](=O)[O-])c2)c(OC)c1	4	17	8	14	39	4	-3	-8	41*	-10	-4
Cc1cc(N2CCCC2=O)c(N)cc1N	0	8	-16	-6	7	8	-6	-1	-3	17	3
CCOC(=O)c1sc(NC(=O)C(C)Sc2nnc(N)s2)nc1C (stereo not drawn)	-1	-8	-4	11	-19	7	0	-6	2	-6	-3
CN(CC(=O)Nc1ccc(F)cc1)C(=O)C1CCN(C(=O)Nc2ccccc2)CC1	-3	4	-11	9	-3	8	-5	10	6	-3	1
COC(=O)c1cc(=O)n(Cc2ccc(F)cc2)c(=Nc2ccccc2)s1	20	-1	7	32	55*	0	-1	18	53*	3	-1
CCc1cc(C(=O)OC)c(NC(=O)CN2CCN(C(=O)c3ccco3)CC2)s1	12	-2	-29	2	28	2	26	0	10	4	1
NS(=O)(=O)c1cccc(NC(=O)CSc2nnc(C3CC3)n2-c2ccccc2)c1	-7	4	-6	27	14	-8	11	-4	14	5	·
Cc1cc(C)c(NC(=O)COC(=O)/C=C/c2cccs2)c(C)c1	0	-1	2	-13	18	2	9	2	9	-2	1
CC1CCC(=NNC(=O)Cc2cccn2C)CC1 (stereo not drawn)	15	4	13	19	-1	5	7	0	10	-11	4
COCCCNC(=O)C1CCN(c2nc(C)cc(C)n2)CC1	1	-8	-10	-8	13	-5	-26	2	14	2	-1

An excerpt; count on the stated rates, not on these rows.
